SSB-PriA inh: inhibitors of Klebsiella pneumoniae PriA binding to SSB C-terminal tail, primary screen, biochemical, AlphaScreen | PriA–SSB C-terminal tail interaction (Klebsiella pneumoniae) | AlphaScreen SSBct-PriA binding, biotinylated peptide | inhibition, % at 33 µM | actives 0.6% (n = 430,000) | AID 1272365, 2023; in the data active = inhibition mostly above about 37%, no sharp cut-off; inactive = mostly below about 20%;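 note: plate controls were negative control peptide for no effect and reference peptide for full effect; strong numbers were not always called active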
* = called active by the depositor; & = joins results of further samples. This is a subset; count on the stated rates, not on these rows.

canonical_smiles	SSB-PriA inh
CCOC(=O)C1CCN(/C=C2\Oc3cc(O)ccc3C2=O)CC1	5
CS(=O)(=O)c1ccc(CC(=O)N(Cc2ccccn2)c2nc3ccc([N+](=O)[O-])cc3s2)cc1	2
NC(=O)c1cnc(SCC(=O)N2CCN(c3ccccc3)CC2)nc1N	0
COc1cc(C=NNc2ccc([N+](=O)[O-])cc2)ccc1OCC(=O)Nc1ccc(C)c(C)c1	-5
COc1ccc(SCCC(=O)Nc2nc3c(F)cc(F)cc3s2)cc1	-12&-10
COC(=O)C1CC(OC)CN1C(=O)CCc1ccc(S(C)(=O)=O)cc1 (stereo not given)	8
CN(C)S(=O)(=O)c1ccc(C(=O)NCC2CCCN2c2nccs2)cc1 (stereo not given)	-4
O=C(O)CNC(=O)c1ccc(Cl)cc1Cl	-13
CSc1ccc(CNC(=O)c2nnn(-c3ccccc3Cl)c2-c2cccnc2)cc1	2
NCC1(c2cccs2)CCCC1	-9&20
O=C(CCSc1ccccc1)NCCOc1ccc2nnc(-c3ccccc3)n2n1	2
CCOC(=O)CSc1nc2c(-c3ccccc3)c[nH]c2c(=O)n1-c1ccccc1	-2&1
CC(=NN=C(N)N)c1cccc(Cl)c1	-2
Cc1ccc(NC(=O)C2CCCCN2S(=O)(=O)c2cccs2)cc1 (stereo not given)	3
O=C(NCCn1ncc2c(NCCc3ccccc3)ncnc21)C1CC(=O)N(c2ccc(F)cc2)C1 (stereo not given)	-15&7
COc1ccccc1C=NNc1nc(C)c(C(C)=O)s1	-11
CSC[C@@](C)(O)CNC(=O)CCc1ccc(C(F)(F)F)cc1	-15
O=C(Oc1ccc(C=NNC(=O)c2ccccc2F)cc1)c1ccccc1	-11
Nc1ccc(C(=O)OCC(=O)c2ccccc2)cc1	-11
Cc1cc(C(F)(F)F)nc(CCNC(=O)COc2ccc(Cl)cc2Cl)n1	-12
O=S(=O)(NCC1(O)CCOc2ccccc21)c1ccc(N2CCCCS2(=O)=O)cc1 (stereo not given)	-13
CN1C(=O)Cc2cc(NC(=O)COc3ccc(Cl)cc3Cl)ccc21	-21&-6
CN(C)c1ccc(C=NN=C2NC(=O)/C(=C/c3ccc([N+](=O)[O-])cc3)S2)cc1	-15
Cc1csc(NN=Cc2ccc([N+](=O)[O-])cc2)n1	19
O=C(CSc1nnc(C2COc3ccccc3O2)o1)NCc1ccco1 (stereo not given)	-18

Next part:
canonical_smiles	SSB-PriA inh
Cn1cc(C(=O)N2CCC(Oc3ncccc3C#N)CC2)nn1	-9
Cc1cccc(C(=O)NCC(=O)NN)c1	-1
COc1ncc(NC(=O)CCc2ccccc2)c(OC)n1	-15
CCc1ccc(-n2c3c(c(=S)[nH]c2=O)CCC3)cc1	-6
O=[N+]([O-])c1ccc(S(=O)(=O)N2CCN=C2SCc2ccc(Cl)c(Cl)c2)cc1	-1
CN(C)C(=S)SCSC(=S)N(C)C	3
CC(NC(=O)Nc1cccc(Cl)c1)C(c1ccccc1)N1CCN(C)CC1 (stereo not given)	-21
Cc1ccc(N2CCC(C(=O)O)CC2)nn1	-17
COc1ccc(C(=O)CSc2nc3cc(C(=O)NC(C)C)ccc3c(=O)n2CC(C)C)cc1OC	1
Cc1cn2c(=O)c(C(=O)Nc3cccc(Cl)c3Cl)cnc2s1	-4
COc1ccc(-c2cc3c(=O)[nH]nc(SCc4nc(-c5ccc(F)cc5)no4)n3n2)cc1OC	-15
O=C(CSc1ncn[nH]1)NN=Cc1ccc(C(F)(F)F)cc1	-4
CC(C)(C)c1ccc(C(=O)NCCS(=O)(=O)N2CCN(c3ccc(F)cc3)CC2)cc1	-10
O=S(=O)(NCc1ccccn1)c1cccc(C(F)(F)F)c1	-17&0
CCOC(=O)c1sc(SC)c2c1CCCC2=NOC	0
O=C(Cn1c(=O)oc2ccccc21)NCC1CCN(C(=O)c2ccoc2)CC1	-20
O=C(Cc1cccs1)NCc1cnn2ccccc12	-8
O=C(NN=Cc1ccc(Br)s1)c1ccccn1	5
COc1ccccc1NC(=O)C(=O)NCC[C@H](O)C1CC1	-10
CS(=O)(=O)N1N=C(c2cccs2)CC1c1ccc2nccnc2c1 (stereo not given)	62*
Cc1ccccc1-c1nc(C)c(CNC(=O)Cn2cccc2)s1	9
CCOc1ccccc1NC(=O)C1=Cc2cc(Br)ccc2OC=C1	0
CCOC(=O)c1c(NC(=O)c2ccco2)sc(Cc2ccc3c(c2)OCO3)c1C	-11
O=C(NN=C1CCc2ccccc21)C1CC1	-8
N#Cc1nccnc1N1CCC(CNC(=O)C(=O)Nc2ccc(F)c(Cl)c2)CC1	-8

(more compounds)
canonical_smiles	SSB-PriA inh
CSc1cccc(NC(=O)CN2N=NC3C(=O)N(c4ccc(F)c(Cl)c4)C(=O)C32)c1 (stereo not given)	0
CC(C(=O)O)N1C(=O)/C(=C\c2ccc(-c3ccc(Cl)cc3Cl)o2)SC1=S (stereo not given)	-10
CC(Oc1ccc2c(c1)OCO2)C(=O)N1CCN(c2ccc(-c3ccco3)nn2)CC1 (stereo not given)	-17
COc1ccccc1NC(=O)CSc1nnc(-c2ccccc2)n1Cc1ccco1	55*
O=C(NCCc1ccoc1)C(=O)Nc1ccccc1C(F)(F)F	-2
COc1ccc(C(N)=NOC(=O)COc2ccccc2Cl)cc1	-14
O=C(CCC(=O)Nc1ccc(Br)cc1)NN=Cc1ccc(F)cc1	-11
Cc1ccc2oc(C(=O)NCCc3c[nH]c4ccccc34)cc2n1	1
CC(=CC(=O)c1ccc(F)cc1)NCc1ccc2c(c1)OCO2	-4
CS(=O)(=O)N1CC(C(=O)Nc2cccnc2)C1	-7
O=C(CSCc1ccccc1)N1CCN(c2cc(-n3cncn3)ncn2)CC1	-7
CC(=O)Nc1ccc(OC(=O)N2CCOCC2)cc1	-2&7
Cc1nnc(C2CCN(S(=O)(=O)Cc3ccccc3)CC2)s1	-7
CC(=NNC(=O)CSc1nc2ccccc2n1C)c1ccncc1	8
O=C(CNC(=O)C12CC3CC(CC(C3)C1)C2)NN=Cc1ccccn1	-5
O=c1[nH]cnc2c1cnn2-c1ccc(F)cc1	-18&-8
COc1cc(OC)cc(C(=O)N2CC(=O)Nc3ccc(Cl)cc3[C@@H]2c2ccc(F)cc2)c1	-14
N#Cc1nccnc1OC1CCCN(C(=O)Nc2cccs2)C1 (stereo not given)	-9
O=C(CSCc1ccccc1)N1CC(c2nc(-c3ccco3)no2)C1	-17
COc1ccc(NCC(=O)NN=Cc2cc([N+](=O)[O-])ccc2N2CCCC2)cc1	-10
O=C(OCn1nnc2ccccc2c1=O)c1ccc(-c2ccccc2)cc1	-9
CC(=O)Oc1ccc(C=NNC(=S)Nc2ccccc2)cc1	0
CCc1c(C#N)c(SCC(=O)N2CCc3cc(OC)c(OC)cc3C2)nc2c1C(=O)CC(C)(C)C2	-2
CC1CCN(CC2CCC(=O)N2C)CC1 (stereo not given)	-4
CN(Cc1ccco1)S(=O)(=O)c1ccc(C(=O)Nc2nccs2)cc1	-2

Next structures:
compound	SSB-PriA inh
CCN1CCN(c2nc3ccc(OC(=O)c4ccc(Cl)cc4)cc3s2)CC1	1
O=C(NCc1ccccc1F)c1cn(-c2cc(N3CCCCC3)ncn2)cn1	-12
C[C@H]1CNc2cccnc2N1	-10
Cc1ccc(N2C(=O)C3N=NN(Cc4nc(-c5ccc(Cl)cc5)no4)C3C2=O)cc1F (stereo not given)	3
O=C(NCCNc1cc(N2CCCC2)cnn1)c1cccc(F)c1	-8
CCOC(=O)c1nn(-c2ccccc2C)c(=O)cc1NCCC(c1ccccc1)c1ccccc1	2
COC(=O)NN=C(C)c1ccc2ccccc2c1OC(F)F	-1
CC(=NNC(=O)Cc1ccc(F)cc1)c1ccc(O)cc1	-21
O=C(NCc1ccco1)C(=O)Nc1c2c(nn1-c1ccc(F)cc1)CSC2	-7
CCN(CC)c1cc(Cl)nc(Nc2cc(Cl)nc(N)n2)n1	-5
Cc1ccc(C(=O)C=CNc2cccc(O)c2)cc1	10
Cc1ccc(-n2c(Cc3cccn3C)nnc2SCC(=O)Nc2ccc(Cl)c(Cl)c2)cc1	19
Nc1nonc1C(=NO)N1CCCC1	-5
CN(CC1Cc2ccccc2CO1)C(=O)c1ccoc1 (stereo not given)	-7
Cc1cc(NC(=O)C2=COCCO2)n(-c2nc3c(F)cccc3s2)n1	-9
O=C(COc1ccc(Cl)cc1Cl)Nc1ccc2c(c1)CN(C(=O)c1ccco1)CC2	9
O=C(O)c1ccc(C=NNC(=O)c2ccc3c(c2)OCCO3)cc1	-4
O=C(Cc1c(F)cccc1Cl)N1CCC(S(=O)(=O)Cc2ccco2)CC1	-3
Cc1nn(-c2ccccc2)c(N2CCCCC2)c1C=NO	-7
COc1ccc(C)cc1NC(=O)c1csc(Nc2ccc(S(C)(=O)=O)cc2)n1	-6
Cc1ccccc1NC(=O)C(=O)NN=Cc1cccc(Br)c1	-4
Cc1cc(N(C)C)nc(NCCNC(=O)C(C)C)n1	-1
COc1ccccc1COc1cc(NC(=O)Nc2cccs2)ncn1	-4
Cc1nn(C)c(C)c1S(=O)(=O)N(Cc1ccsc1)C1CC1	-2
COc1cc(OC)cc(C(=O)Nc2ccc3c(c2)CN(C(=O)c2cccs2)CC3)c1	2

(cont.)
compound	SSB-PriA inh
Cn1cccc1C(O)CNC(=O)Nc1c(F)cccc1F (stereo not given)	3
Cc1ccccc1-c1noc(CC2CCCN(S(=O)(=O)N3CCOCC3)C2)n1 (stereo not given)	5
N#Cc1c(NC(=O)c2cccc(Br)c2)sc2c1CCCC2	0
Brc1cc(-c2ccccn2)nc(-c2ccccn2)c1	58*
CC(=O)Nc1ccc2c(c1)CN(C(=O)c1ccccc1)CC2	0
COCCn1c(=NC(=O)c2ccn(C)n2)sc2cc(Cl)ccc21	2
Cc1c(C(=O)Nc2nc(-c3ccccn3)cs2)[nH]c2c1C(=O)CC(C)(C)C2	53
O=C(C=NO)Nc1cccnc1	-10
Cn1c(=NC(=O)CCCSc2ccc(F)cc2)sc2cc3c(cc21)OCCO3	-2
COc1ccc(CCNC(=O)N2CCC[C@H](COCc3ccccc3)C2)cc1	-10
COc1ccc(NC(=O)C(C)(C)CCl)cc1N1CCCCC1=O	-23
Cc1nc2sccn2c(=O)c1NC(=O)Cc1ccccc1	-14
COC(=O)c1sccc1NC(=O)[C@H]1CCCN(c2cc(C3CC3)ncn2)C1	1
O=C(c1ccc(Cl)s1)N1CCN(c2ccc(-n3cncn3)nn2)CC1	-1
Cc1ccc2nc(N(CC3CCCO3)C(=O)c3ccn(C)n3)sc2c1 (stereo not given)	-1
CCOCCn1c(=NC(=O)c2ccnn2CC)sc2cc(OC)c(OC)cc21	-5
O=C(c1cncc(Br)c1)N1CCN(C(=O)C2CC2c2ccc(F)cc2)CC1 (stereo not given)	-9
CCc1c(C)nc2n(c1=O)C[C@H](C(=O)Nc1nc(-c3cccnc3)cs1)CS2	-13
Cc1cccc2sc(NCc3ccccc3)nc12	-43
Cc1csc(C(=O)NCc2nn(C)c3c2CCCC3)c1	6
C#CCn1c(=NC(=O)c2ccccc2F)sc2cccc(OCC)c21	6
O=C(Cc1ccc(F)cc1)Nc1ccc2c(c1)N(C(=O)C1CC1)CC2	6
COc1cc(-c2cc3ccccn3c2)cc(OC)c1OC	-9
O=C(NCCc1csc(-c2ccc(Cl)cc2)n1)NC1CCCCC1	9
Cn1c(=O)c2c(nc(NN=C3CCCc4ccccc43)n2Cc2ccc(F)cc2)n(C)c1=O	2

Carrying on:
compound	SSB-PriA inh
Cc1ccc(-n2nnnc2CNC(=O)COc2cccc3c2OC(C)(C)C3)cc1	15
CC(=NNC(=O)c1ccccc1F)c1cccc(NC(=O)c2ccc(C)cc2)c1	2
Cc1cc(C(=O)Nc2nc(-c3ccc(C#N)cc3)cs2)no1	-15
CC(=O)NN=C(C)CCc1ccccc1	5
Cc1cc(NC(=O)C2CCN(c3cc(-n4ccc5ccccc54)ncn3)CC2)sn1	1
COC(CNC(=O)Nc1ccc(Cl)c(Cl)c1)c1ccsc1 (stereo not given)	-11
CC(=O)Nc1ccc(S(=O)(=O)N=C2NC(=O)/C(=C\c3ccco3)S2)cc1	-6
COc1ccc(C)cc1S(=O)(=O)NCc1ccsc1	-20
Cc1nnc(NC(=O)c2cccn(OCc3ccc(F)cc3)c2=O)s1	5
COc1ccc(CCNC(=O)Nc2cn(C)c3ccccc23)cc1	-12
O=C(Nc1cccc(Cl)c1)N1C[C@H]2C[C@H](C1)c1cccc(=O)n1C2	-10
Cc1ccc(N2CCC(C#N)CC2)nn1	-16
O=C(O)[C@@H]1CCCN1S(=O)(=O)c1ccccc1F	-14
COc1ccc(C)cc1NC(=O)c1coc(NC(=O)Cc2c(C)noc2C)n1	-1
